Screening results (PubChem)
SW480 rerep: A quantitative high throughput screen for small molecules that induce DNA re-replication in SW480 colon adenocarcinoma cells; SW480 DNA re-replication, Hoechst DNA content imaging, 48 h; Potency, µM (series often up to 46.1 µM), without a hit: at the top dose re-replication activation, hits mostly activators; actives 1.8% (n = 340,000); also: % of control where 0% means no effect; nearly all actives have a fitted effect of over 55% in size
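Compounds, transferred as 23 nL by pin tool, were incubated with cells for 48 hr; DNA content per nucleus was then quantified by Hoechst staining and fluorescence plate imaging.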
GLP1R inv ag: qHTS of GLP-1 Receptor Inverse Agonists (Inhibition Mode) | Glucagon-like peptide 1 receptor (Homo sapiens), P43220 | HEK293 GLP-1R CRE-luciferase, luminescence, 24 h; GLP-1R form is constitutively active | Potency, µM (highest dose often 38.3 µM), inactives show top-dose activity change, negative = inhibition, most hits filed as inhibitors | actives 1.6% (n = 410,000); also: % is scaled to controls: 0 for no effect and ±100 for the full control effect; nearly all actives have a fitted effect of over 55% in size
Target sequence (P43220 whole entry, looked up): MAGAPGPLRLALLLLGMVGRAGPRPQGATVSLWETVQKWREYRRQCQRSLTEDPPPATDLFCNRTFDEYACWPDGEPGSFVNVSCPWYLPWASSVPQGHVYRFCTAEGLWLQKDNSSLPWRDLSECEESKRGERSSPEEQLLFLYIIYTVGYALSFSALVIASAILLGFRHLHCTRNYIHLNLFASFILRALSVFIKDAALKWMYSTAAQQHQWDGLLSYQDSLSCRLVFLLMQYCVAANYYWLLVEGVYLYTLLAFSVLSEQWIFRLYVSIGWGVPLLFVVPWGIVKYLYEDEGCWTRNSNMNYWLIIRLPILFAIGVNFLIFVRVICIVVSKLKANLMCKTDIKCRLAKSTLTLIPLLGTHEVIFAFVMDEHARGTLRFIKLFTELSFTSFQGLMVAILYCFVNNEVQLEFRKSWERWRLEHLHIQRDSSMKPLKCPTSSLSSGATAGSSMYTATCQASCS
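Assay principle: reduced luminescence from a cAMP-responsive reporter in HEK293 cells co-expressing a constitutively active GLP-1R. Conditions: 24 hr compound incubation, 37 deg C, 5% CO2.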
GLP1R ag: qHTS of GLP-1 Receptor Agonists; Glucagon-like peptide 1 receptor (Homo sapiens), P43220; HEK293 GLP-1R CRE-luciferase, luminescence, 4-6 h; cells express a hypersensitive GLP-1R form; Potency, µM (series often up to 45.6 µM), without a hit: top-dose activation, actives largely listed as activators; actives 0.007% (n = 380,000); AID 624172, 2012; also: % of control where 0% means no effect
TDP43 rescue: qHTS of TDP-43 Inhibitors | TDP-43 expressing yeast growth rescue, BacTiter-Glo, 24 h | Potency, µM (doses to about 46.1 µM), for the others: at the top dose growth rescue (activation), actives largely listed as activators | actives 1.8% (n = 410,000) | AID 652104, 2013; also: % of control where 0% means no effect; nearly all actives have a fitted effect of over 50% in size
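Cell-based yeast growth screen: TDP-43 expression induced in galactose, inoculum OD600=0.02 after raffinose pregrowth to mid-log. Read-out BacTiter-Glo luminescence at 24 hr, 30 deg C; inhibition of toxicity seen as signal increase.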
HT1080-NT tox: qHTS for induction of synthetic lethality in tumor cells producing 2HG: qHTS for the HT-1080-NT fibrosarcoma cell line. HT-1080-NT fibrosarcoma viability, CellTiter-Glo ATP luminescence, 48 h. Potency, µM (top dose mostly 46.1 µM), for inactives: at the top dose activity, negative = less viability, hits mostly cytotoxic. actives 1.6% (n = 360,000);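 also: NT is the 2HG producing partner of a matched IDH1 knockdown line; 0% = DMSO-treated cells and -100% = media-only wells without cells; nearly all actives have a fitted effect of over 55% in size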
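750 cells/well, RPMI + 5% FBS; 2 h settle, compound pin-transfer, 48 h at 37 degrees C. CellTiter-Glo 10 min RT, luminescence. Normalized to DMSO and media-only wells.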
HT1080 IDH1KD tx: qHTS for induction of synthetic lethality in tumor cells producing 2HG: qHTS for the HT-1080-IDH1KD cell line; Potency, µM (series often up to 46.1 µM), for inactives: top-dose activity, negative = toxicity, actives largely listed as cytotoxic; HT-1080 IDH1 knockdown viability, ATP luminescence, 48 h; actives 2% (n = 360,000); AID 686971, 2013;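 also: 0% = DMSO wells and -100% = cell-free medium wells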
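Viability of IDH1-knockdown HT-1080 fibrosarcoma cells was assessed by CellTiter-Glo after 48 h at 37 °C with titrated compound; concentration-effect curves were classified by fit quality and response size.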
KB-3-1 cytotox: qHTS assay for MDR1-selective chemotherapeutics: Primary screen using the parental adenocarcinoma cell KB-3-1 | AID 1347075, 2019 | Potency, µM (series often up to 46.1 µM), for inactives: top-dose activity change, negative = cytotoxic, actives largely listed as cytotoxic | KB-3-1 viability, CellTiter-Glo ATP luminescence, 72 h | actives 1.4% (n = 400,000); also: % is scaled to controls: 0 for no effect and ±100 for the full control effect; nearly all actives have a fitted effect of over 60% in size
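Parental KB-3-1 adenocarcinoma cells in phenol-red-free DMEM with 10% FBS were pin-treated with compounds at several concentrations, incubated 72 h at 37 °C, and viability read by CellTiter-Glo luminescence; concentration-effect curves were fitted after normalization.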
GLP1R cytotox: qHTS of GLP-1 Receptor Inverse Agonists: Cytotox Screen; Potency, µM (doses to about 38.3 µM), inactives show at the top dose activity change, negative = inhibition, most hits filed as inhibitors; HEK293 cAMP-luciferase reporter cells, luminescence, 24 h; actives 0.13% (n = 410,000);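 also: loss of luciferase light is scored as toxicity; % is scaled to controls: 0 for no effect and ±100 for the full control effect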
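Seeding density was 200 cells/uL; after overnight-length (12 h) culture, 23 nL compounds went on for 24 h at 37 °C. Readout used a luciferase detection reagent, luminescence taken after 12 min at room temperature.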
KB-V1 MDR tox: qHTS assay for MDR1-selective chemotherapeutics: Primary screen using the drug-selected MDR subline cells KB-V1. actives 3.4% (n = 400,000). KB-V1 MDR cells viability, CellTiter-Glo, 72 h. Potency, µM (series often up to 46.1 µM), without a hit: at the highest dose activity change, negative = cytotoxicity, usual class: cytotoxic. AID 1347076, 2019; also: % is scaled to controls: 0 for no effect and ±100 for the full control effect; nearly all actives have a fitted effect of over 60% in size
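qHTS viability screen in drug-selected KB-V1 MDR cells: 72 h compound treatment at 37 degrees C, ATP luminescence end point.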
* hit, by the source's call; ? = inconclusive; · = no result given; & = joins results of further samples; [ ] = dose if it differs, or a comment. Calls follow the shape of the dose curve; as a rule, active = well fitted curve in the direction sought with a large enough effect; inconclusive = small, poorly fitted or top-dose-only effect, or another doubt; inactive = no such curve, though single readings can be large; an effect the other way counts as inactive or inconclusive. Potency is read from the fitted curve at half-maximal effect. The order is random; any-hit rate near 9.4%.

cpd	canonical_smiles	SW480 rerep	GLP1R inv ag	GLP1R ag	TDP43 rescue	HT1080-NT tox	HT1080 IDH1KD tx	KB-3-1 cytotox	GLP1R cytotox	KB-V1 MDR tox
1	CCc1noc(C)c1C(=O)NNC(=O)c1ccccc1	?	16%	6%	-35%	-1%[9.24 µM]	-5%	-15%	1%	4%
2	COc1ccccc1CNC(=O)c1ccc(CS(=O)(=O)c2ccccc2OC)o1	1%	-1%	-8%	-4%	-6%	-4%	-1%	-25%	-16%
3	CCCCNC(=O)CCC1N=C2c3ccccc3N=C(SCC(=O)NCCc3ccc(OC)c(OC)c3)N2C1=O (stereo not drawn)	·	1%	·	10%	·	·	20%	19%	6%
4	O=C(CN1C(=O)CCC1=O)Nc1nc(-c2ccc3ccccc3c2)cs1	-38%[inhibitor]	8%	-3%	19%	13%	2%	-2%	4%	27%
5	CC12CN(NC(=O)c3ccccc3F)C3(C#N)CC1CCC23C (stereo not drawn)	1%	-2%	1%	1%	5%	14%	2%	1%	0%
6	CCOc1ccc(C(=O)NC(=S)NCc2cccnc2)cc1	·	5%	3%	13%	4%	-7%	17%	-4%	4%
7	Cc1cccc(Nc2ncccc2C(=O)O)c1C	?	-3%	5%&-2%	-11%	3%	-10%	0%	1%	-2%
8	COc1cccc(-c2cc(C(F)(F)F)nc(NCc3ccc(F)cc3)n2)c1	·	?	-5%	13%	·	·	-2%	7%	-7%
9	COc1cc(-c2nc3ccccc3s2)ccc1O	-5%	58%[activator]	6%	18%	?	?	0%	43%[activator]	-5%
10	CNC(=O)[C@H](C)[C@@H]1C[C@@]1(C)[C@@H](NC(=O)OCc1ccccc1)c1ccccc1	?	18%	-1%	8%	13%	11%	-1%	-27%	-10%
11	COCCN1C(=O)C(=O)/C(=C(/O)c2ccc(S(=O)(=O)N3CCOCC3)cc2)C1c1cccc(OC)c1 (stereo not drawn)	-24%	3%	1%	-8%	19%	9%	0%	4%	18%
12	COc1ccc(S(=O)(=O)N2CCOC23CCN(S(=O)(=O)c2ccc(F)cc2)CC3)cc1	1%	1%	7%	18%	8%	1%	-7%	3%	-2%
13	CC(=O)OC1CC2(C)/C(=N\O)CCC2C2CCc3cc(O)ccc3C12 (stereo not drawn)	-9%	77%[activator]	1%	6%	-2%	0%	2%	?	0%
14	O=C(Nc1cccc(C(F)(F)F)c1)c1cccc2c(-c3cccnc3)coc12	·	3%	2%	16µM*	-3%	-17%	0%	-3%	0%
15	COc1ccccc1OCCSc1nc2ccccc2n1CC(N)=O	-5%	45%[activator]	-2%	10%	0%	-1%	6%	10%	21%
16	O=C(NCCCc1ccccc1)C1CC1	13%	8%	5%	-12%	12%	23%	21%	3%	-9%
17	CCc1c(C)sc(NC(=O)C2c3ccccc3Oc3ccccc32)c1C(=O)OC(C)C	·	-7%	·	-5%	·	·	-22%	11%	6%
18	CCOC(=O)CSC1=C(C#N)C(c2ccc(OC)cc2)C2=C(CC(C)(C)CC2=O)N1 (stereo not drawn)	?	?	4%	-12%	-1%	-5%	0%	135%[activator]	13%
19	CCOC(=O)CNc1nc(Cl)nc(Nc2ccccc2)n1	-4%	10%	9%	-5%	1%	6%	-11%	12%	5%
20	O=C(Oc1ccc(O)cc1)C12CC3CC(CC(C3)C1)C2	-12%	-20%	11%	14µM*	14%	0%	4%	0%	?
21	Cc1cc(C(=O)Nc2ccccc2C)c2ccccc2n1	4%	22%	4%	9%	3%	1%	-2%	-2%	6%
22	O=C(NNC(=O)c1ccc2ccccc2c1)c1cccc(F)c1	6%	17%	17%	-2%	27%	14%	5%	-10%	7%
23	CN1CCN(c2ccc(NC(=O)c3cc4ccccc4o3)cc2)CC1	4%	?	-1%	1%	-12%	-2%	-2%	-10%	0%
24	CCOC(=O)/C(=C/Nc1ccc(F)cc1)[N+](=O)[O-]	-7%	2%	-3%	-21%	-12%	1%	?	5%	-1%
25	CCCc1cc(Nc2ccccc2)n2ncnc2n1	3%	17%	-5%	5%	0%	11%	1%	2%	-10%
26	CC(=O)c1cccc(NC(=O)Cc2noc3ccccc23)c1	·	13%	·	-23%	·	·	-13%	-4%	8%
27	O=C(O)CSc1nc2ccc(C(=O)c3ccccc3)cc2[nH]1	0%[9.22 µM]	2%	-2%	8%	17%	16%	3%	-2%	?
28	O=c1[nH]c(COc2ccc(Cl)cc2Br)nc2ccccc12	9%	3%	2%	17%	-4%	-5%	?	3%	?
29	C/C(=N/OCC(=O)NCCCCCCNC(=O)CO/N=C(/C)c1cccs1)c1cccs1	0%	?	4%	25%	-3%	-6%	-20%	-16%	?
30	CC(C)CCn1nnc2sc(-c3ccccc3)cc2c1=O	·	13%	·	23%	·	·	0%	4%	7%
31	CCN(C(=O)COC(=O)CCOc1ccccc1C)c1c(N)n(Cc2ccccc2)c(=O)[nH]c1=O	-15%	10%	3%	12%	-2%	1%	2%	-1%	-2%
32	CN(CC(=O)Nc1ccc(Cl)cc1)C(=O)c1ccc(N2CCCC2=O)cc1	8%	?	-1%	9%	-7%	-1%	?	-9%	0%
33	CC(=O)N1CCc2cc(Br)cc(S(=O)(=O)CCC(=O)NCc3ccc(F)cc3)c21	·	4%	1%	38%	·	·	10%	3%	-5%
34	Cc1cc(C)n2nc(C(=O)OCC(=O)N3CC(C)CC(C)C3)nc2n1 (stereo not drawn)	-9%	6%	0%	12%	7%	10%	1%	3%	11%
35	COc1cc(/C=N/Nc2ccc(S(N)(=O)=O)cc2)cc(OC)c1OC	-2%	-7%	12%	-8%	-11%	-6%	-21%	5%	-18%
36	CCS(=O)(=O)c1ccc(NC(=O)c2ccccc2Cl)c(O)c1	-2%	33%	9%	9%	15%	11%	-1%	-11%	0%
37	O=C(CN1CCN(S(=O)(=O)N2CCCCC2)CC1)Nc1ccc(Cl)c(Cl)c1	-6%	8.9µM*	10%	-1%	-21%	?	?	-17%	13µM*
38	Cc1cc(NC(=O)CSc2ccc(-c3nc4cc(C)c(C)cc4[nH]3)cn2)no1	?	50%[activator]	-11%	-22%	-22%	?	-17%	8%	?
39	CCS(=O)(=O)N1CC(=O)N(c2cc(Cl)ccc2C)C(C)(C(=O)NC2CCCCCC2)C1 (stereo not drawn)	·	15%	·	21%	·	·	3%	-3%	22%
40	Nc1nc(N)c(N=O)c(Nc2cccc(Cl)c2)n1	·	8%	-2%	8%	?	?	10%	0%	-14%
41	CN1C(=O)/C(=C2\SC(N)=NC2=O)c2ccccc21	?	9%	0%	-21%	-1%	-1%	0%	5%	6%
42	CCN1CCc2c(OCc3ccc(C)cc3)cccc2C1=O	-4%	8%	2%	2%	15%	10%	-9%	3%	-4%
43	COC(=O)c1ccc(CN2CCN(C3CCCC3)C(CCO)C2)cc1 (stereo not drawn)	21%	-27%	2%	-9%	17%	4%	-2%	6%	3%
44	Cc1c(NC(=S)NC(=O)C(C)(C)C)cccc1[N+](=O)[O-]	-2%	?	11%	14µM*	-1%	-19%	20%	11%	7%
45	O=C(Nc1ccnn1C1CCN(Cc2cccc(OCCO)c2)CC1)C1CC1	-8%	-4%	11%	21%	8%	7%	-2%	3%	-1%
46	C=CCc1ccc(OC(=O)NC2CCCCC2)c(OC)c1	-8%	1%	5%	16%	21%	17%	-1%	13%	9%
47	Cc1ccc(-n2c(C)nnc2SCC(=O)NNC(=O)c2ccco2)cc1	-4%	-16%	3%	-16%	9%	13%	16%	18%	2%
48	O=C(c1ccccc1)C(C(=O)N1CCCCC1)n1ccccc1=O (stereo not drawn)	-1%	3%	1%	2%	-14%	-3%	1%	4%	4%
49	COc1ccc(C(=O)n2c(C)c(CCO)c(=O)n2C)cc1	-3%	-10%	5%	-11%	6%	-4%	-6%	-8%	2%
50	CCCCCCCCN1C(=O)[C@H](CC(=O)NCCCCc2ccccc2)C[C@@]2(C(=O)OC)CCCCC=C12	·	?	6%	19%	?	?	-18%	-5%	?
51	COc1cc2ccccc2cc1C(=O)NC(=S)Nc1ccc(C(=O)O)cc1	3%	29%	9%	-3%	14%	2%	-15%	-6%	?
52	CC(C)Oc1ccc2c3c(c(=O)oc2c1)CCC3	0%	2%	?	0%	7%	7%	-14%	-14%	-22%
53	O=C(c1ccccc1)N1CCCCC1	-22%	-3%	5%	16%	6%	6%	0%	6%	?
54	CC1CN(CC(O)c2ccc(Br)cc2)CCO1 (stereo not drawn)	-10%	5%	16%	-8%	?	1%	9%	-4%	-4%
55	O=C(O)c1ccccc1NC(=S)NC(=O)c1cccc2ccccc12	30%	1%	0%	8%	-2%	-4%	?	7%	-10%
56	Cc1ccc2c(c1)N(CC(=O)NCCCN1CC(C)CC(C)C1)C(=O)c1cccnc1O2 (stereo not drawn)	2%	-13%	-5%	0%	-1%	-3%	5%	4%	12%
57	Cc1ccc2c(=O)cc(C(=O)Nc3ccc(S(=O)(=O)N4CCCC(C)C4)cc3)oc2c1C (stereo not drawn)	·	14%	·	7%	·	·	-4%	16%	9%
58	O=C(COC(=O)C1CC1)NCCc1ccccc1	-2%	3%	0%	26%	17%	26%	11%	-9%	?

Look-ups from above.
C=CCc1ccc(OC(=O)NC2CCCCC2)c(OC)c1 in GLP1R inv ag is entered as 1%
CCS(=O)(=O)N1CC(=O)N(c2cc(Cl)ccc2C)C(C)(C(=O)NC2CCCCCC2)C1 (stereo not drawn) in GLP1R inv ag is entered as 15%
